High-throughput results: PubChem, The Scripps Research Institute Molecular Screening Center
PLCg1 inh: inhibitors of human phospholipase C gamma1 | purified PLC-gamma1, fluorogenic substrate, fluorescence | P19174 | AID 720700 | inhibition, % at 12.2 µM | 0.84% of 370,000 active; in the data active means inhibition above about 9.5%
Tn7 DDE FP: disrupts Tn7 cyclic peptide binding to fibrin D-Dimer-E complex; P02675; inhibition, % at 8.3 µM; AID 720508; 0.13% of 370,000 active; FP displacement of FITC-Tn7 peptide from fibrin DD(E); 0% = median of compound wells per plate;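 active means inhibition above the mean of compounds falling within the control limits plus 3 SD of them, cut at about 14% in these data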;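 further: 0% = plate median of compound wells and 100% = 10 µM Aha-Tn7 peptide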
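Assay system: Fibrin-DD(E) protein isolated from polymerized human fibrin clots; read-out basis: percent inhibition; medium: Tris/NaCl/CaCl2 buffer, pH 7.8; signal: FP measurement; incubation: 10 min plus 3 h, room temperature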
Tn6 DDE FP: DD(E)-Tn6 binding inhibition, primary FP screen; P02675; 0.21% of 370,000 active; Fibrin DD(E) TRITC-Tn6 fluorescence polarization displacement; inhibition, % at 8.3 µM;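 active means inhibition above a per-campaign cutoff: mean of compounds within control limits plus 3 SD, cut at about 15% in these data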;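 further: 0% = median of all compound wells on the plate and 100% = blocking peptide control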
TDP2 inh: TDP2 (human) inhibition, absorbance primary screen | recombinant TDP2, T5PNP hydrolysis, p-nitrophenol absorbance 415 nm | inhibition, % at 12.8 µM | 0.34% of 370,000 active | AID 720702;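 active means inhibition above the mean of all tested compounds plus 3 SD, set per campaign, cut at about 25% in these data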;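 further: 0% = DMSO with enzyme and 100% = buffer with substrate but no TDP2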
Target sequence (O95551 whole entry, looked up): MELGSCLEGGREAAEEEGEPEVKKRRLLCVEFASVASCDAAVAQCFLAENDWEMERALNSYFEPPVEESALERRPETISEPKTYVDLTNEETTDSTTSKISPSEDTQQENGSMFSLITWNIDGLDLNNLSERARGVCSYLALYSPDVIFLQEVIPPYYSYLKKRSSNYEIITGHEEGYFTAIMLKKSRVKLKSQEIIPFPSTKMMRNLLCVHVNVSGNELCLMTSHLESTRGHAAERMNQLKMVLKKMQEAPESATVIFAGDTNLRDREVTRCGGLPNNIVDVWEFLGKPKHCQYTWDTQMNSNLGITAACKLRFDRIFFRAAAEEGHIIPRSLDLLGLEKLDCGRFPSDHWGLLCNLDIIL
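Test system: human TDP2 enzyme; Input: 120 nM TDP2 per well; Buffer or medium: Mg2+-containing Tris-HCl buffer, pH 7.5; Reagent: 5 mM T5PNP; Dosing: 12.8 µM single point, 1% DMSO; Incubation: reaction 2 h, 37 °C; Detection: p-Nitrophenol epi absorbance; Read-out: % inhibition relative to enzyme-containing and enzyme-free wells; Replicates: single well per compound.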
ASAP1 inh: ASAP1 ArfGAP inhibition. Q9ULH1. ASAP1-stimulated ARF1 GTP hydrolysis, GDP FP detection. inhibition, % at 16.5 µM. 0.19% of 360,000 active. AID 624377; in the data active means inhibition above about 25%;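 further: 0% = vehicle with enzyme and substrate and 100% = no enzyme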
ADAM17 inh: inhibits human ADAM17; P78536; inhibition, % at 6.95 µM; 0.83% of 370,000 active; recombinant ADAM17, EDANS/DABCYL FRET peptide cleavage;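 active means inhibition above the mean of compounds lying between control limits plus 3 SD, set per campaign, cut at about 8.5% in these data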;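 further: 0% = DMSO-only wells as the low control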
Target sequence (P78536 215-824 limits assumed): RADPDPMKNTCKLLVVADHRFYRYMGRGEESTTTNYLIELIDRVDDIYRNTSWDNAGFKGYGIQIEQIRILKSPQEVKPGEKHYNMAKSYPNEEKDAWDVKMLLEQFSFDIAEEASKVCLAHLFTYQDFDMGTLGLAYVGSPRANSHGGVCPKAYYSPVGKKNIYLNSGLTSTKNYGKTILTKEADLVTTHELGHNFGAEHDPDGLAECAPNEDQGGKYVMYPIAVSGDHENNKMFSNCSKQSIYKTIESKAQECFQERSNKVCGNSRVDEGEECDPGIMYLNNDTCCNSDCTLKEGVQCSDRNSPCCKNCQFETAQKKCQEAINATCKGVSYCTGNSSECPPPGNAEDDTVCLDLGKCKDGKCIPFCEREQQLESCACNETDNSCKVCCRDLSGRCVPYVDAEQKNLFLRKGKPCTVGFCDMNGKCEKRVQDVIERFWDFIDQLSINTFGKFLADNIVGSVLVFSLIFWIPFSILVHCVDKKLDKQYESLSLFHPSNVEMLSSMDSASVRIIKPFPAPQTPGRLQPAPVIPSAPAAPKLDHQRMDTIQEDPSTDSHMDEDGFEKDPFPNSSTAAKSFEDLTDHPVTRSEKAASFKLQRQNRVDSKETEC
LEDGF integ inh: blocks HIV-1 LEDGF/p75-dependent DNA integration | TR-FRET IN-LEDGF/p75 DNA integration, Eu/Cy5 | inhibition, % at 3.7 µM | 0.64% of 370,000 active | AID 743269;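 active means inhibition above the screen-wide mean plus 3 SD, cut at about 13% in these data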;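 further: signal is the Cy5 over europium emission ratio at 671 and 618 nm; 0% = plate median of compound wells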
ARFGAP1 inhibitor: rat ARFGAP1 inhibition; Q62848; Arfgap1-stimulated ARF1 GTP hydrolysis, GDP FP detection; inhibition, % at 16.5 µM; 0.26% of 360,000 active;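 active means inhibition above a per-plate limit, mean inhibition of low control wells plus 3 SD, cut at about 25% in these data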;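 further: 0% = DMSO wells with enzyme and 100% = wells lacking Arfgap1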
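material = rat Arfgap1 catalytic domain, aa 1-136 | also added = human ARF1(Δ1-17)-GTP substrate | compound dosing = one concentration, 16.5 µM, DMSO 1.26% | times = GTP hydrolysis reaction 2 h at 25 °C | measured by = FP, GDP Alexa 633 tracer displaced from anti-GDP antibody, 620/688 nm | evaluation = percent inhibition of Arfgap1-stimulated GTP hydrolysis | replication = single well per compound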
KLK7 zymogen act: activates the human kallikrein-7 zymogen | purified proKLK7, EDANS-DABCYL substrate fluorescence; 100% is mature enzyme control, 0% vehicle | activation, % at 7 µM | 0.9% of 370,000 active | AID 652039;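 active means activation above the mean of all tested compounds plus 3 SD, computed per campaign excluding outliers beyond control limits, cut at about 13% in these data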
ADAM10 inh: inhibits human ADAM10 | O14672 | inhibition, % at 7 µM | recombinant ADAM10, EDANS/DABCYL FRET peptide cleavage, 3 h | 0.62% of 370,000 active;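 active means inhibition above a per-campaign cutoff equal to the mean of compounds falling between control-based bounds plus 3 SD, cut at about 20% in these data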;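 further: 0% = DMSO wells while the 100% control is not disclosed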
* = called active by the depositor; i = inactive.

SMILES	PLCg1 inh	Tn7 DDE FP	Tn6 DDE FP	TDP2 inh	ASAP1 inh	ADAM17 inh	LEDGF integ inh	ARFGAP1 inhibitor	KLK7 zymogen act	ADAM10 inh
COc1ccc(CCNC(=O)CCCCCN2C(=O)c3ccccc3C2=O)cc1OC	-4.3	-2.5	1.4	-9.7	4.0	1.1	1.4	1.9	-0.7	-5.3
O=C(NCCCCc1ccccc1)c1ccc(Br)o1	-11.3	1.1	-2.6	9.0	-0.2	-17.6	-3.8	3.0	0.8	-39.0
CN(C(=O)COC(=O)c1c2c(nc3ccccc13)/C(=C/c1cccc([N+](=O)[O-])c1)CCC2)C1CCS(=O)(=O)C1 (stereo not drawn)	3.1	2.4	6.9	5.2	-9.0	-2.0	2.8	-5.9	0.3	8.5
CCOC(=O)C(C)Sc1ccc2nnc(-c3ccc(F)cc3)n2n1 (stereo not drawn)	-128.6	7.7	5.9	-4.2	-0.5	-26.6	15.3*	6.9	6.0	-74.0
O=S(=O)(Nc1ccccc1F)c1ccc(Cl)nc1	0.5	-2.4	-0.8	4.8	0.4	-2.1	2.1	-2.4	-0.3	-5.2
COc1cc(CNCC(C)C)cc(Br)c1OCC(=O)Nc1ccccc1	2.1	-3.2	-2.9	4.9	5.8	-0.3	1.7	5.5	0.6	9.1
CCCCCCNc1nc(-c2ccc(OC)cc2)c(CCC(=O)O)s1	-3.7	3.4	-0.7	-12.5	8.2	-5.1	0.5	1.4	0.3	-15.9
O=C1NC[C@@H](CCCCN2CCN(CCC3CCCCC3)C(=O)C2=O)N(CCC2CCCCC2)C1=O	1.5	-7.8	-2.6	-3.0	1.4	0.5	-3.4	-0.3	0.1	-7.7
Cc1ccc(C2OC34CCCCCC3C(C#N)(C(=N)O4)C2(C#N)C#N)cc1 (stereo not drawn)	-293.7	-2.4	-7.1	-0.7	-0.8	-309.0	3.3	6.8	15.9*	i
Cc1ccc(C(=O)NCC(=O)OCc2nc3ccsc3c(=O)[nH]2)cc1C	3.0	-0.9	0.1	-2.6	-1.2	-3.7	-0.6	3.0	-0.3	-13.6
COc1ccc(CC(=O)Nc2nc(OCCN3CCCC3=O)cnc2-c2cccc(C(F)(F)F)c2)cc1	1.7	4.1	4.0	5.2	13.2	-5.0	3.4	-0.7	0.2	-14.2
O=C(Oc1ccc([N+](=O)[O-])cc1)C1CC(=O)N(c2ccc3c(c2)OCCO3)C1 (stereo not drawn)	13.4*	-6.8	-2.4	-26.2	3.7	6.4	3.6	6.2	-0.7	-5.5
N#CC1(NC(=O)CSc2nc3ccccc3o2)CCCCC1	5.9	-0.2	-10.4	-0.5	7.8	-3.5	4.6	-1.5	0.1	-5.2
Cc1ccc(NS(=O)(=O)c2cccc(C(=O)Nc3cc(C)on3)c2)cc1	2.2	0.9	-4.2	7.2	8.1	-0.6	-0.6	13.0	0.2	1.5
CCN(CC)C(=O)CSc1nc2ccccc2c(=O)n1CCC(=O)NCc1ccc(F)cc1	4.3	-0.3	5.6	-2.4	-5.0	-3.1	-0.2	3.5	0.7	-11.1
COc1ccc(CCNc2nc3ccccc3n3nnnc23)cc1OC	2.7	0.6	-3.1	-1.9	10.7	-0.8	3.6	3.7	0.2	3.2
COc1ccc(CNC(=O)C(C)c2ccc([N+](=O)[O-])cc2)cc1 (stereo not drawn)	2.2	6.5	-0.6	-3.7	13.0	-2.1	-4.2	3.3	0.0	6.9
COc1ccccc1NC(=O)CCSc1ccc(C)cc1	-0.2	7.3	0.3	4.1	11.2	-4.4	-6.2	-18.9	1.1	-4.5
COc1ccc(-c2c(-c3cc(OC)cc(OC)c3)n(C)c3ccc(-c4cccc5[nH]ccc45)cc23)cc1	-218.6	2.3	-7.3	-10.4	3.0	-86.8	-1.3	5.8	-4.9	-474.9
Cc1ccc(NC(=O)CN(c2ccc(Cl)cc2)S(=O)(=O)c2cc([N+](=O)[O-])ccc2Cl)c(C)c1	2.9	2.2	-0.2	-8.2	-1.4	2.3	5.1	-0.3	-0.3	0.8
CCCCN(Cc1ccco1)S(=O)(=O)c1csc(C(N)=O)c1	1.2	5.2	9.9	8.8	2.3	-3.1	0.7	3.8	0.0	-2.3
CCOc1cc(/C=N/NC(=O)CNc2ccc(C)cc2)ccc1OC(=O)c1ccccc1	-8.7	0.6	-8.5	2.9	-5.6	-0.1	3.3	-5.3	0.0	4.2
Cn1cc(Cl)c(C(=O)NC(=S)Nc2sc3c(c2C#N)CCCCC3)n1	-1.0	3.6	1.2	3.9	2.9	-0.5	-2.5	-8.3	0.6	-11.3
CSc1nccc(Oc2ccc(C#N)cc2)n1	6.3	-0.6	-2.1	-11.1	7.7	1.1	-0.9	4.6	-0.3	6.8
COC(=O)CN1C(=O)c2cccc3cccc1c23	-336.2	-10.2	6.7	4.5	-10.3	-23.7	0.9	12.4	3.8	-75.3

Brought forward from above: 3 entries; new compounds follow.
SMILES	PLCg1 inh	Tn7 DDE FP	Tn6 DDE FP	TDP2 inh	ASAP1 inh	ADAM17 inh	LEDGF integ inh	ARFGAP1 inhibitor	KLK7 zymogen act	ADAM10 inh
Cn1cc(Cl)c(C(=O)NC(=S)Nc2sc3c(c2C#N)CCCCC3)n1	-1.0	3.6	1.2	3.9	2.9	-0.5	-2.5	-8.3	0.6	-11.3
CSc1nccc(Oc2ccc(C#N)cc2)n1	6.3	-0.6	-2.1	-11.1	7.7	1.1	-0.9	4.6	-0.3	6.8
COC(=O)CN1C(=O)c2cccc3cccc1c23	-336.2	-10.2	6.7	4.5	-10.3	-23.7	0.9	12.4	3.8	-75.3
O=C1CCSc2ccc(Cl)cc2N1Cc1ccccc1	0.9	3.5	-1.2	-3.1	-2.4	-3.7	-5.4	1.1	0.3	2.7
CCc1ccc(C2NC(=S)NC3=C2C(=O)N(c2ccccc2OC)C(c2ccc(CC)cc2)N3)cc1 (stereo not drawn)	0.3	5.2	6.0	-4.3	8.4	-5.8	-1.6	11.6	-0.4	-27.4
Cc1nc(N2CCOCC2)nc2c1CCC2	-4.3	3.1	-6.4	-0.4	3.6	-14.3	-2.2	4.7	1.1	-30.7
COC(=O)c1cccn(CC(=O)c2ccc(Cl)cc2Cl)c1=O	-0.9	8.0	1.6	0.5	2.4	-5.4	-0.4	2.4	0.5	-1.9
O=C(CN1C(=O)C2C3C=CC(C4CC34)C2C1=O)NCc1ccco1 (stereo not drawn)	4.2	-3.9	1.7	-8.5	-3.9	0.7	-0.5	-4.1	-0.1	-3.6
CCC(C)NC(=O)C1=CCN(S(=O)(=O)c2ccc(C)cc2)CC1 (stereo not drawn)	1.4	3.5	10.4	-1.5	-12.3	-4.5	1.6	-0.6	0.1	-0.2
Cc1cc(C)c2c(CN3CCN(Cc4ccccc4)CC3)cc(=O)oc2c1C	-0.4	-0.2	4.1	1.7	9.1	-2.4	-0.3	7.9	0.5	0.1
O=C(Nc1ccc(Nc2ccccc2)cc1)c1ccc(F)cc1	-4.3	-6.0	8.4	-4.0	6.5	6.2	-6.0	9.7	0.6	6.6
O=C(Nc1c(C(=O)Nc2cccc(F)c2)oc2ccccc12)c1ccc2c(c1)OCO2	-1.6	0.8	-1.3	3.3	-7.3	-3.1	-1.9	-3.1	0.2	-7.5
O=C(COC(=O)C1CCN(S(=O)(=O)c2cccs2)CC1)NCc1ccccc1	3.2	-3.9	-4.1	3.5	-1.4	-1.1	-3.9	-6.5	-0.3	3.6
COc1cccc(N(CC(=O)NC2CCCC2)C(=O)Cn2nnc(-c3ccc(C)cc3)n2)c1	-2.4	2.2	1.3	2.9	14.6	-0.2	-0.1	-11.6	0.4	8.9
CCC(CC)C(=O)Nc1cccc(/C(C)=N/NC(=O)c2c(Br)cnn2C)c1	-1.2	-2.1	-1.8	2.9	-4.7	-2.2	-1.4	-5.9	-0.4	-0.8
CC/C(=C/c1ccccc1)c1cccc2[nH]c3c(OC)cccc3c12	-118.3	0.1	-2.8	-0.4	6.9	-44.0	2.1	12.6	-20.5	-166.0
O=C(COC(=O)C1CC1)NCCNC(=O)COC(=O)C1CC1	2.9	-0.5	-2.2	4.0	-20.9	-0.6	-2.7	-4.8	-0.3	-2.8
COc1ccccc1N1CCN(C(=O)C(=O)c2cn(CC(=O)N3CCCCCC3)c3ccccc23)CC1	-0.6	3.7	7.1	1.8	-0.5	3.3	-1.1	1.1	-0.7	-0.3
Cc1ccc(C)c(NC(=S)N2CCC(NC(=O)c3ccc(F)cc3)CC2)c1	-0.1	-3.3	-8.0	5.5	-6.7	-0.3	2.6	9.6	0.1	-3.4
CCN1C(=O)CC(N2CCC(C(=O)OC)CC2)C1=O (stereo not drawn)	-1.7	-1.9	-0.8	1.7	-0.9	-5.9	1.7	-5.7	-0.3	-6.2
C=CCSc1n[nH]c(-c2cccs2)n1	0.1	2.0	2.2	6.5	-0.1	-3.1	-2.4	7.5	0.2	-0.4
O=C(CCc1nnc2n(Cc3ccccc3)c(=O)c3ccccc3n12)NCCN1CCOCC1	2.1	-2.6	0.3	8.9	-4.2	-2.6	3.7	5.3	-0.3	-4.0
COc1ccc(C(=O)NCCS(=O)(=O)N2CCCC2)cc1	2.4	3.0	0.6	8.6	0.0	-6.3	-2.9	-7.7	0.3	-8.7
Cc1ccccc1OCCC(=O)OCC(=O)Nc1c(F)cccc1F	0.2	-0.2	3.7	-9.4	9.8	-8.8	-5.9	0.5	0.7	0.8
CC1CCCN(CCOc2cccc(Oc3ccccc3)c2)C1 (stereo not drawn)	5.0	-5.7	1.8	0.7	12.4	0.5	1.9	0.9	0.2	5.4
O/N=C/c1ccn(-c2ccc(Br)cc2)c1	-1.8	-0.1	2.9	1.5	6.3	-1.4	-3.4	1.5	0.3	-1.3
COc1ccc(N2CCN(CC(O)COc3cc(C)ccc3C)CC2)cc1 (stereo not drawn)	-1.2	6.9	-3.2	7.8	4.2	-5.7	-6.2	-9.1	0.5	-3.8
S=C(NCC1CCCCC1)Nc1ccc(Oc2ccccc2)cc1	1.0	1.1	6.3	-15.3	1.8	4.2	-5.5	-15.8	0.2	4.0
CCC(C)NC(=O)c1cnc2n(c1=O)CCS2 (stereo not drawn)	3.5	-3.2	7.2	-2.8	-10.0	-1.5	1.2	-5.5	-0.1	5.0
Cc1ccc2c(cnn2C(=O)CCC(=O)NCc2cccc(Br)c2)c1	1.2	-7.5	7.0	2.1	8.8	-0.7	2.9	-10.6	-0.3	-1.6
COc1ccc(-c2[nH]ncc2CN2CCCCCCC2)c(OC)c1	-10.3	-0.8	10.6	2.4	12.4	-1.9	0.5	-0.6	-0.3	-5.3
